Source: PubChem BioAssay
CHRM4 PAM – potentiates acetylcholine response at human M4 receptor | 360,000 compounds, 0.4% hits | activation, % at 3 µM | CHO-K1 hM4/Gqi5, Fluo-8 calcium fluorescence, ACh EC20; 0% = ACh EC20, 100% = maximal ACh | P08173;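 active means activation above its plate's cutoff, the mean activation of sample wells plus 3 SD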; further: some results filed as inactive read as strong as hits
Target sequence (P08173 whole entry, looked up): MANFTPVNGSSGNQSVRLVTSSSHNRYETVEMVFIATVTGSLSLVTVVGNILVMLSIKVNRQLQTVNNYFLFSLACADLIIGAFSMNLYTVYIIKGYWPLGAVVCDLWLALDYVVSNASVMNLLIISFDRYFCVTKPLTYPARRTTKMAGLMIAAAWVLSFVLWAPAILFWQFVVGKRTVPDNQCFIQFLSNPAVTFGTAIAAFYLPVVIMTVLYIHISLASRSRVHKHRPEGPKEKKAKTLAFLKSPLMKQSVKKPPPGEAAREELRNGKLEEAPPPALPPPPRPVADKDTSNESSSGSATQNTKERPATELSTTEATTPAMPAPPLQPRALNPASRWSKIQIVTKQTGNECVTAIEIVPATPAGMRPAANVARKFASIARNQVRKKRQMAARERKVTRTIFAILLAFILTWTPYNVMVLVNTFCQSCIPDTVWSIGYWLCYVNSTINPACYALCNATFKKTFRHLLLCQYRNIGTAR
M5 antag – blocks acetylcholine activation of human M5 receptor. P08912. inhibition, % at 3 µM. 360,000 compounds, 0.59% hits. CHO-hM5 cells, Fluo-8 calcium fluorescence, ACh EC80;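 active means inhibition above a per-plate cutoff, the mean of that plate's test compounds plus 3 SD, cut at about 27% in these data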;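 further: 0% = acetylcholine EC80 with DMSO and 100% = DMSO without agonist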
Target sequence (P08912 whole entry, looked up): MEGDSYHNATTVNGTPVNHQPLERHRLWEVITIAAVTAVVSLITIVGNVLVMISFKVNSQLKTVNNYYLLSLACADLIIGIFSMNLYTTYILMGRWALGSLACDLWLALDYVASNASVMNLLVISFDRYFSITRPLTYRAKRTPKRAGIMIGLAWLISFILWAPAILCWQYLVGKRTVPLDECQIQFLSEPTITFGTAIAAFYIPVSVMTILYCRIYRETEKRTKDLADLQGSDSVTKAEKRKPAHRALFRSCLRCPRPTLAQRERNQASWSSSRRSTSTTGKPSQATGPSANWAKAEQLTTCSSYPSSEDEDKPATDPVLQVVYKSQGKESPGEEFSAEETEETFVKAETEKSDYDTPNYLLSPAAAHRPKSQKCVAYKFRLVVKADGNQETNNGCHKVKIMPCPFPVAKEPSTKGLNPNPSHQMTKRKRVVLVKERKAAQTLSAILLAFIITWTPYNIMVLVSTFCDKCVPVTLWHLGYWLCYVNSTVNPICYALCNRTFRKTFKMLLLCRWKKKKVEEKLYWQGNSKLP
M5 PAM – potentiates acetylcholine response at human M5 receptor. P08912. CHO-K1 hM5, Fluo-8 calcium, ACh EC20 PAM; 0% = ACh EC20, 100% = ACh EC100. activation, % at 3 µM. 360,000 compounds, 0.3% hits. AID 624038;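 active means activation above the run cutoff, the mean activation of all test compounds plus 3 SD, cut at about 18% in these data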
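Test system: CHO-K1 hM5 cells / Doses: single-point, 3 µM nominal / Times: Post-acetylcholine fluorescence recording 140 s / Technique: Fluo-8 calcium fluorescence / Measure: Max/basal fluorescence ratio as % of EC20–EC100 ACh window / Benchmarks: low control EC20 acetylcholine (0%), high control EC100 acetylcholine (100%) / Replicates: one well per compound, no replicates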
M1 ag parental – counter-screen for M1 agonists: effect in parental CHO-K1 cells; activation, % at 3 µM; AID 602248; Fluo-8 calcium fluorescence; scaled to maximal ATP response, vehicle zero; 360,000 compounds, 0.48% hits; in the data active means activation above about 15%;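 further: untransfected CHO-K1 host cells lacking M1 receptor as counterscreen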
CHO-K1 Ca antag – M1 antagonist counterscreen hit in parental CHO-K1 cells; ATP-induced calcium, Fluo-8 fluorescence; inhibition, % at 3 µM; 360,000 compounds, 0.6% hits;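 active means inhibition above a per-plate cutoff, the plate's mean sample inhibition plus 3 SD, cut at about 24% in these data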;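 further: 0% = DMSO plus EC80 ATP and 100% = DMSO alone without ATP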
M1 PAM parental – counter-screen for M1 PAMs: effect in parental CHO-K1 cells. ATP EC20, Fluo-8 calcium fluorescence; 0% at ATP EC20, 100% at ATP max. activation, % at 3 µM. 360,000 compounds, 0.02% hits;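 active means activation above the run cutoff, the mean activation of all test compounds plus 3 SD, cut at about 40% in these data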;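 further: peak over basal fluorescence ratio in a 140 s read after ATP addition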
CHRM4 antagonist – blocks acetylcholine activation of human M4 receptor | CHO-hM4 cells, ACh EC80, Fluo-8 calcium fluorescence | inhibition, % at 3 µM | 360,000 compounds, 0.73% hits | AID 624125;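 active means inhibition above its plate's cutoff, the mean inhibition of sample wells plus 3 SD, cut at about 27% in these data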;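 further: 0% = acetylcholine EC80 with DMSO and 100% = DMSO without agonist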
CHRM4 agonist – CHRM4 agonism in calcium assay | 360,000 compounds, 0.14% hits | CHO-K1 hM4/Gqi5, Fluo-8 calcium fluorescence; vehicle 0%, full acetylcholine response 100% | activation, % at 3 µM | P08173;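 active means activation above the run mean over all test wells plus 3 SD, cut at about 32% in these data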;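 further: peak over basal fluorescence ratio per well then scaled between controls; 0% = DMSO wells and 100% = acetylcholine at EC100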
CHRM5 agonist – CHRM5 agonism in calcium assay | P08912 | CHO-K1 hM5 cells, Fluo-8 calcium fluorescence; 0% DMSO wells, 100% maximal acetylcholine response | activation, % at 3 µM | 360,000 compounds, 0.19% hits;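 active means activation above the run's mean over test compounds plus 3 SD, cut at about 23% in these data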;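 further: signal is peak over basal fluorescence ratio across the kinetic read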
* = called active by the depositor. The order is random, and some 2.7% of all compounds hit somewhere here.

SMILES	CHRM4 PAM	M5 antag	M5 PAM	M1 ag parental	CHO-K1 Ca antag	M1 PAM parental	CHRM4 antagonist	CHRM4 agonist	CHRM5 agonist
CC(=O)c1sc(C(C)(C)C)cc1NC(=O)CCC(=O)O	9	4	8	0.9	-10	20	1	0	-1
CC(C)C(=O)Nc1c(-c2ccccc2Cl)c(=O)c2ccccc2n1C	-13	14	-13	6.5	5	4	1	23	3
CC1(C)C2CCC1(C)C(SC(=N)N)C2 (configuration not stated)	6	9	4	2.9	-10	23	-27	5	-4
COc1cc(C(=O)O)cc(NC(=O)c2cccs2)c1OC	15	9	0	-0.4	-2	3	2	1	1
O=C(Nc1ccccc1)c1ccco1	-3	3	4	-0.5	9	-10	4	0	-3
CCCCc1noc(-c2c(-c3ccccc3Cl)noc2C)n1	-4	1	-3	0.4	-25	6	-10	0	-3
CC1=NN(c2ccccc2)C(=O)/C1=C\C=C1\N(C)c2ccccc2C1(C)C	2	12	-7	8.2	8	2	4	10	17
COc1ccc(C2=NS(=O)(=O)N(C)C(C(=O)NCc3ccc(F)cc3)=C2)cc1OC	-7	5	-9	5.6	-2	11	-5	13	5
C[C@]12C(=O)N(c3ccccc3)C(=O)N1[C@H]1c3ccccc3OC[C@@H]1[C@H]2c1ccccc1	0	9	7	0.0	-4	-8	1	1	4
CN(C)/C=C/c1oc2ccc(O)cc2c1[N+](=O)[O-]	4	-1	1	-0.5	-1	6	-1	1	-1
COc1cccc(OCC(O)CNC(=O)c2oc3ccc(C)cc3c2C)c1 (configuration not stated)	-3	5	-2	0.7	-8	12	-1	1	0
CCN(CC(=O)Nc1ccc2c(c1)OCCO2)CC(=O)Nc1ccc(C)c([N+](=O)[O-])c1	-3	16	-6	1.2	0	-3	-12	10	6
CC(=O)c1ccc(NC(=S)N(Cc2ccccc2)C(C)C2CC2)cc1 (configuration not stated)	9	1	11	-0.1	-11	7	7	1	-5
COc1ccc(-n2c(N)c(C(=O)NCc3ccco3)c3nc4ccccc4nc32)cc1	-2	5	-2	3.1	-18	15	7	8	1
COc1ccc(NC(=O)CSc2n[nH]c(-c3ccncc3)n2)c([N+](=O)[O-])c1	0	14	-7	0.5	-5	-10	4	1	-2
CCOC(=O)CC1COCCN1C(=O)c1cc(COc2ccc(F)cc2Cl)on1 (configuration not stated)	-3	1	-2	5.5	-2	16	-6	6	4
COCCNC(=O)CCCn1c(=O)c2cc(OC)c(OC)cc2n(CC(=O)c2ccccc2)c1=O	8	1	1	0.6	-13	18	-6	1	0
COc1ccc(-c2ccc([C@H]3[C@H]4C=CC[C@@H](C)[C@@H]4C(=O)N3Cc3ccccc3)c(F)c2)cc1C	3	8	-6	0.8	-13	16	7	1	-2
O=C(CCN1CCCCCC1)Nc1ccc(F)c(F)c1	4	-3	1	3.0	-5	13	-2	1	-3
Cc1ccc(S(=O)(=O)c2nc(S(C)(=O)=O)sc2NCC2CCCO2)cc1 (configuration not stated)	12	-11	13	-0.1	-5	19	-2	1	-8
COc1ccc(-c2cn3cccnc3n2)cc1NS(=O)(=O)c1ccccc1	7	-4	-1	11	5	20	-8	2	-1
CCn1c(NCc2ccc(N(C)C)cc2)nc2ccccc21	8	-3	18*	0.0	8	-22	-3	2	-7
Cc1ccc(CNS(=O)(=O)c2ccc3c(c2)n(C)c(=O)n3C)cc1	-1	14	-15	11	-4	-14	-2	11	5
COc1cc2c(cc1OC)C(CNC(=O)C=Cc1ccccc1)C2 (configuration not stated)	-1	2	-8	0.8	-9	12	-7	3	0
COC(=O)c1cc(NS(=O)(=O)c2ccc(C(C)C)cc2)ccc1N1CCOCC1	0	9	-11	4.4	-2	13	-4	4	1
CCc1nc(N2CCN(C(C)=O)CC2)c2c3c(sc2n1)CC(C(C)(C)C)CC3 (configuration not stated)	-1	-16	-1	0.1	-7	3	-8	0	-2
CCOc1ccccc1C(=O)N[C@H](C(=O)Nc1cc(S(=O)(=O)N(C)C)ccc1OC)C(C)C	-2	7	7	0.2	-8	-8	-3	1	3
Nc1ncnc2c1ncn2[C@@H]1O[C@H](CO)C[C@H]1O	0	-1	5	-0.7	24*	-4	-16	1	0
COCCNC(=S)N1CCN(S(=O)(=O)c2ccc(Cl)s2)CC1	-1	6	-3	1.1	6	-10	2	3	-1
CN1CCN(c2ccc(CNS(=O)(=O)c3cccc(F)c3)cc2)CC1	7	2	0	0.2	-2	-4	2	1	-2
Cc1ccc(C(=O)Oc2ccc(Br)cc2C(=S)N2CCOCC2)cc1	-1	-7	0	-0.9	-11	-7	-6	1	-3
O=S(=O)(c1ccc(Oc2ccc(-c3nnco3)cc2)nc1)N1CCC(Cc2ccccc2)CC1	2	-9	-1	0.2	-3	4	-4	1	1
CSc1ccccc1OCc1cc(C(=O)N(C)Cc2ccncn2)no1	0	5	0	0.5	-14	4	6	2	-1
O=C(NCC1CCCO1)C1CCN(C2CCN(C(=O)C3CCCCC3)CC2)CC1 (configuration not stated)	-1	7	-3	1.3	-2	6	6	1	-4
CC[C@@H](C)[C@@H](C(=O)N1CCN(C(=O)OC(C)(C)C)CC1)n1cc(CCCN=C(NC(=O)OC(C)(C)C)NC(=O)OC(C)(C)C)nn1	4	12	-6	0.0	-6	17	2	0	-2
CN1CCN(c2ccc(NC(=O)c3ccccc3Br)cc2)CC1	0	0	4	0.4	-10	13	-3	0	-6
COc1ccc(CNC(=S)NCc2ccc(F)cc2)cc1	5	1	-6	2.4	0	6	-14	4	-2
O=C1C=C(c2ccc3ccccc3c2)C[C@@H](c2ccc(Cl)cc2)C1	7	16	-3	0.6	-13	20	1	1	-1
Cc1cc(N/C=C(\C#N)S(=O)(=O)c2ccc(Cl)cc2)nc(C)n1	-15	13	-19	7.0	0	4	7	16	4
O=c1[nH]c(CSc2cccc[n+]2[O-])nc2ccccc12	-6	-2	5	0.4	-7	11	-14	1	-5
CCn1c(=Nc2ccc(N3CCOCC3)cc2)ccc2ccccc21	0	67*	-24	-0.3	14	-5	-2	1	11
O=C(N/N=C/c1c[nH]c2ccccc12)c1cc(-c2cccc3ccccc23)n[nH]1	-2	-2	0	0.5	-3	17	5	1	-3
COc1cc(C(=O)NCc2cccs2)ccc1OCc1c(C)noc1C	8	-8	12	2.1	-11	17	-5	3	0
O=C1CSC(=S)N1N=Cc1ccc(Cl)cc1Cl	-1	-1	-8	-0.6	6	-14	-2	0	4
Cc1cccc(OCC(=O)NCC(=O)N/N=C/c2ccccc2)c1	2	7	-1	3.5	-11	4	-2	3	0

Arranged by count of non-hydrogen atoms (descending): part of the list above
SMILES	CHRM4 PAM	M5 antag	M5 PAM	M1 ag parental	CHO-K1 Ca antag	M1 PAM parental	CHRM4 antagonist	CHRM4 agonist	CHRM5 agonist
O=S(=O)(c1ccc(Oc2ccc(-c3nnco3)cc2)nc1)N1CCC(Cc2ccccc2)CC1	2	-9	-1	0.2	-3	4	-4	1	1
O=C(NCC1CCCO1)C1CCN(C2CCN(C(=O)C3CCCCC3)CC2)CC1 (configuration not stated)	-1	7	-3	1.3	-2	6	6	1	-4
Cc1cc(N/C=C(\C#N)S(=O)(=O)c2ccc(Cl)cc2)nc(C)n1	-15	13	-19	7.0	0	4	7	16	4
COc1ccc(CNC(=S)NCc2ccc(F)cc2)cc1	5	1	-6	2.4	0	6	-14	4	-2

(continued)
SMILES	CHRM4 PAM	M5 antag	M5 PAM	M1 ag parental	CHO-K1 Ca antag	M1 PAM parental	CHRM4 antagonist	CHRM4 agonist	CHRM5 agonist
CN1C(=O)CS(=O)c2ccc(C(=O)NC3CC3)cc21 (configuration not stated)	-1	-4	-2	0.3	-3	6	-2	1	3
Cc1cccc(C)c1NC(=O)CCCN1C(=O)C(c2ccccc2)Oc2cccnc21 (configuration not stated)	-1	-6	-1	1.6	-4	10	-5	2	0
OC1CCNC(=S)N1c1ccccc1 (configuration not stated)	-5	4	1	0.0	-4	2	7	0	1
Cc1cc(NC(=O)CCN2CCC(C(N)=O)CC2)ccc1Br	-5	-5	2	0.2	11	-4	-4	18	-4
O=C(Nc1ccccc1N1CCCCC1)C1CCN(S(=O)(=O)c2ccccc2C(F)(F)F)CC1	-8	14	-20	0.7	-5	17	-8	4	-3
C/C(=N\NC(=O)CSc1nc2nc(C)cc(C)n2n1)c1ccccc1	3	0	-4	0.1	-26	8	-9	2	3
CN(C)c1ccc(C(=O)c2ccccc2C(=O)O)c(O)c1	-1	-15	13	0.5	-8	19	-4	1	-2
COC(=O)c1sc(S(=O)(=O)N2CCC(C(=O)O)CC2)c(C(=O)OC)c1C	22	-9	8	0.1	14	-7	2	1	1
COc1ccc2[nH]c(=O)c(CN(C(=O)c3cccnc3)c3cccc(C)c3)cc2c1	7	-1	2	0.9	-22	30	0	0	-2
CN(Cc1ccccc1)C(=S)NC(=O)C1CCCCC1	1	-5	-3	0.2	0	-8	-8	2	-1
COc1c(C(O)CC(C)C)ccc2c1C(=O)OCc1cc(C)cc(O)c1O2 (configuration not stated)	-7	7	-11	4.5	19	-17	-1	10	5
Oc1c(Br)cc(Br)cc1CNc1cccc2cccnc12	5	4	6	3.0	-10	10	1	1	4
O=C(O)C(Oc1ccc2c3c(c(=O)oc2c1)CCC3)c1ccccc1 (configuration not stated)	2	-4	8	-0.7	12	-4	4	0	-3
CCN1CCN(CCNC(=O)c2ccc(/C=C3/Sc4ccccc4N(Cc4ccccc4C)C3=O)cc2)CC1	-46	9	-12	13	-5	32	16	33*	-8
C=CCNc1nc(C(=O)OCC(=O)Nc2cc(S(C)(=O)=O)ccc2Cl)cs1	-3	2	-3	0.1	4	4	-5	4	2
CC(=O)c1cccc(NC(=O)NC2CC3CCCC(C2)N3CC(C)C)c1 (configuration not stated)	7	-5	1	0.5	-10	10	6	1	-2
Cc1cc(C)c(S(=O)(=O)N2CCN=C2c2ccccc2)cc1C	-4	1	-6	0.6	-10	17	-9	1	-1
S=c1[nH]nc(-c2ccncc2)n1/N=C/c1cn(-c2ccccc2)nc1-c1ccccc1	9	5	23*	0.3	3	-13	0	12	17
CCOC(=O)C(=NC1CCS(=O)(=O)C1)NNc1ccc(Br)cc1 (configuration not stated)	14	0	5	0.2	3	-19	3	3	-3
COc1ccccc1C(C)NC(=O)c1cc(S(=O)(=O)N2CCCCC2)ccc1C (configuration not stated)	7	-1	-4	-0.1	2	18	-12	3	2
Cc1c(/C(O)=C2\C(=O)C(=O)N(CCN(C)C)C2c2cccnc2)cnn1-c1ccccc1 (configuration not stated)	17	-9	9	0.1	-14	14	5	-1	-1
CCN1C(=O)[C@H]2[C@@H](c3ccc(C)cc3)N3C(=O)N(c4ccccc4)C(=O)[C@@]3(CC)[C@H]2C1=O	11	1	-2	-0.2	-11	5	-10	3	-2
Cc1cc(NC(=O)CSCC(=O)Nc2cccc(S(=O)(=O)N3CCCCCC3)c2)no1	-1	2	0	8.8	8	-4	-1	4	-1
O=C(COC(=O)CNC(=O)c1ccccc1F)Nc1ccc2[nH]c(=O)[nH]c2c1	13	3	-4	0.1	-4	12	-10	0	3
O=C1c2ccccc2C(=O)C1Cc1cccc2ccccc12	26	-5	15	0.5	-13	27	-12	0	-3
COc1cccc(-c2nn(-c3ccccc3)cc2C(=O)O)c1	-3	-4	3	0.5	-11	8	12	1	1
CC(NC(=O)c1cc(Br)cs1)C1CCCO1 (configuration not stated)	6	-13	9	-0.6	-8	2	-9	0	0
